# m5-HT2A agonist = mouse Htr2a agonists via beta-arrestin recruitment, primary screen, cell-based, luminescence | 5-hydroxytryptamine receptor 2A (Mus musculus), P35363 | CHO-K1 mHTR2A beta-arrestin complementation; percent of 30 µM serotonin response | activation, % at 7.6 µM | 0.66% of 360,000 active | AID 624169, 2012;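 active means activation above a run cutoff, the mean activation of all tested compounds plus 3 SD, cut at about 14% in these data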;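 further: 0% = plate median of compound wells and 100% = 30 µM serotonin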
# ABHD5-PLIN5 inh = ABHD5-PLIN5 interaction inhibitors, primary screen, cell lysate, split luciferase complementation, luminescence | Perilipin-5 (Homo sapiens) + 1-acylglycerol-3-phosphate O-acyltransferase ABHD5 (Homo … | Split G. princeps luciferase complementation, 4 h | inhibition, % at 4 µM | 0.78% of 360,000 active;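 active means inhibition above the mean inhibition across every tested compound plus 3 SD, cut at about 22% in these data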;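 further: 0% = DMSO only wells and the 100% control is not disclosed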
# MC4R antagonist = MC4R antagonists of cAMP signaling, primary screen, cell-based, TR-FRET, antagonist arm of biased-ligand search | inhibition, % at 6.5 µM | Melanocortin receptor 4 (Homo sapiens), P32245 | 0.48% of 360,000 active | MC4R-expressing cells, MTII-stimulated cAMP, LANCE TR-FRET | AID 540295, 2011;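 active means inhibition above its plate's cutoff, the mean of tested wells on that plate plus 3 SD, cut at about 29% in these data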;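 further: 0% = Melanotan II alone and 100% = Melanotan II plus saturating MCL0020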
# Target sequence (P32245 whole entry, looked up): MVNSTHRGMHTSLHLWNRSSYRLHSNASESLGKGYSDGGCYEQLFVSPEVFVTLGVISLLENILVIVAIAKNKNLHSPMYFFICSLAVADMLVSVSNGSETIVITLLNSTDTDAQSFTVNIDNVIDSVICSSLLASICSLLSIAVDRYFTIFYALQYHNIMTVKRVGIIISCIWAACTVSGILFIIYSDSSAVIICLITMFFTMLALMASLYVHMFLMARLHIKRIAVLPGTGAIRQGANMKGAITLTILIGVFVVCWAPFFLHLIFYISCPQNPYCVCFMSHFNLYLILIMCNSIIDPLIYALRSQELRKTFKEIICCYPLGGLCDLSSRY
#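 Material – human MC4R-expressing U2OS cells · Repeats – no replicates · Detection – TR-FRET with Eu-cAMP and labeled anti-cAMP, 671 nm · Times – compound 30 min, challenge 1 h, detection 1 h · Compound – single nominal compound dose of 6.5 µM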
# N-glyco inh = increase of ERlucT glycosylation luciferase signal, primary screen, N-linked glycosylation inhibitor project, D54 ERlucT cells, luminescence, set 2 | D54 ERlucT glycosylation luciferase reporter, 24 h; percent of 100 nM tunicamycin response | reporter increase, % at 12.5 µM | 0.23% of 360,000 active;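 active means mean luciferase reporter signal, scaled so untreated is 0 and the glycosylation-blocking control 100, at or above a set limit in every replicate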;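 further: luciferase carries N-glycosylation sites so blocking glycosylation raises the light; 0% = median of neutral control wells and 100% = median of 100 nM tunicamycin wells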
# ABCB6 inh 2 = ABCB6 transporter inhibitors, primary screen, K562-ABCB6 cells, flow cytometry, MLPCN library; fluorescence ratio to DMSO, % at 10 µM; K562-ABCB6 porphyrin accumulation, 1 h; stronger effect = lower value; 0.19% of 360,000 active; AID 602162, 2011;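 active means fluorescence ratio to DMSO below 75%, the collection mean minus 3 SD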;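 further: signal is porphyrin accumulated inside mitochondria; 100% equals median channel fluorescence of DMSO control wells; lower ratio means ABCB6 inhibition with less porphyrin fluorescence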
# NOD2-RIPK2 inh = NOD2-RIPK2 binding disruptors in cells, primary screen, fluorescence, CHO cells, BLA complementation. CCF4 ratio. inhibition, % at 4.98 µM. 0.38% of 360,000 active. AID 624267, 2012; in the data active means inhibition above about 21%;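 further: 0% = vehicle only and 100% = reference blocker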
# Target sequence (O43353 whole entry, looked up): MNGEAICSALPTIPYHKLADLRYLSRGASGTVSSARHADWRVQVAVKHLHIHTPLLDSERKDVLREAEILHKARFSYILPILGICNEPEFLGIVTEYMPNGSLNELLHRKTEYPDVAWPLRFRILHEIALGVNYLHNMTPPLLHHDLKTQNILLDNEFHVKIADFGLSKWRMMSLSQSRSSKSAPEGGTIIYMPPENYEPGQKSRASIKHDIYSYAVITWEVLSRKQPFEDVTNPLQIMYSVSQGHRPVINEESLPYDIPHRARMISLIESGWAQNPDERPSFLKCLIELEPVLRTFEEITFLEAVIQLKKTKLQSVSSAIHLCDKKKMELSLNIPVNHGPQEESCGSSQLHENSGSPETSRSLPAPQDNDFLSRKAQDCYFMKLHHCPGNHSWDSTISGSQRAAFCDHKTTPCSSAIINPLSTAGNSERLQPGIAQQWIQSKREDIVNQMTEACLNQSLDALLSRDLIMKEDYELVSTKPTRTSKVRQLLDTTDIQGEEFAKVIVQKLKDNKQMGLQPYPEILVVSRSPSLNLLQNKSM
# TLR9-MyD88 inh = inhibitors of TLR9-MyD88 association in cells, primary screen, cell-based, CHO, BLA complementation, fluorescence | Toll-like receptor 9 (Homo sapiens) + Myeloid differentiation primary response protein … | CCF4 FRET ratio | inhibition, % at 4.98 µM | 0.21% of 340,000 active | AID 504734, 2011;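 active means inhibition above the mean over all tested compounds plus 3 SD, cut at about 21% in these data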;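 further: 0% = DMSO only wells and 100% = clavulanate BLA inhibitor control wells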
# NCOA2 inhibitor = inhibition of GAL4-SRC2 driven luciferase reporter, primary screen, SRC2 inhibitor project, cell-based, luminescence; Nuclear receptor coactivator 2 (Homo sapiens), Q15596; HEK293 GAL4-SRC2 luciferase reporter; inhibition, % at 9 µM; 0.17% of 370,000 active;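 active means inhibition above the mean inhibition of all tested compounds plus 3 SD, set per campaign, cut at about 52% in these data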;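 further: 0% = DMSO treated cells and 100% = cells given Gossypol at 36 µM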
# MC4R barr agon = MC4R agonists recruiting beta-arrestin, primary screen, cell-based, luminescence, agonist arm of biased-ligand search. Melanocortin receptor 4 (Homo sapiens), P32245. U2OS MC4R beta-arrestin complementation; percent of melanotan II response, DMSO zero. activation, % at 8.9 µM. 0.98% of 360,000 active;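 active means activation above a per-plate cutoff, the mean activation of sample wells on that plate plus 3 SD, cut at about 8% in these data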
# H9c2 protect = cardioprotection against H2O2-induced cell death, primary screen, uHTS, H9c2 cells, ATPLite luminescence; 0.63% of 360,000 active; AID 588492, 2011; H9c2 cardiomyocytes, H2O2 injury protection, 2 h; protection from H2O2 cell death, % at 20 µM;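 active means compounds giving at least 50% protection of heart cells from peroxide-induced death in the single-dose screen, raw or plate-pattern-corrected value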;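 further: 0% = DMSO wells with peroxide and 100% = DMSO wells without peroxide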
# * marks the source's active call; other numbers are inactive results; . = no result given. These rows are one share of the data; count on the stated rates, not on these rows.
SMILES,m5-HT2A agonist,ABHD5-PLIN5 inh,MC4R antagonist,N-glyco inh,ABCB6 inh 2,NOD2-RIPK2 inh,TLR9-MyD88 inh,NCOA2 inhibitor,MC4R barr agon,H9c2 protect
Cc1c(C(=O)Nc2ccccc2C(=O)N2CCOCC2)cccc1[N+](=O)[O-],2,2,17,1,96,0,14,14,-0.6,8
O=[N+]([O-])c1ccc2nonc2c1Nc1cccc(F)c1,-6,0,1,0,100,11,-2,-28,-2.1,2
CC(C)(C)OC(=O)N1O[C@H]2C[C@@H]1[C@@H]1[C@@H]2N=NN1C12CC3CC(CC(C3)C1)C2,5,-6,9,3,108,-7,2,-8,4.3,3
CCOC(=O)c1ccc(N2C(=O)CC(N(C)Cc3ccccc3)C2=O)cc1 (stereo not given),2,3,4,1,100,-6,-5,-29,0.6,1
OC12CCCCC1C(c1ccc3c(c1)OCO3)N(Cc1ccc(F)cc1)CC2 (stereo not given),-3,-2,1,0,103,3,9,-6,0.2,0
CC(NS(=O)(=O)c1ccc(Br)cc1)C(=O)NCCc1ccccc1 (stereo not given),2,4,6,1,103,-5,-3,4,-1.6,-1
Clc1ccc(CSc2nnc(Cn3cnc4ccccc43)o2)cc1,6,4,-4,-2,88,4,-7,16,0.4,-22
CN(C)S(=O)(=O)c1ccc(NC(=O)c2cc3ccccc3o2)cc1,-3,2,4,0,94,12,-7,-36,-1.4,2
CCN1C(=O)c2ccccc2S(=O)(=O)c2ccc(C(=O)NCc3cccnc3)cc21,-1,-5,2,0,96,6,5,-7,-2.3,3
CCCC/C(C)=N/NC(=O)c1cn(-c2ccccc2)nc1-c1ccccc1,-2,-1,0,1,102,-4,1,16,-0.4,-3
Cc1ccccc1OC1CCN(C(=O)c2cc(COc3ccccc3)on2)CC1,-9,9,2,0,95,2,-1,13,-2.1,-7
COC1CCCN(C(=O)c2ccc(OC3CCN(CCc4ccccc4)CC3)cc2)C1 (stereo not given),-7,3,-4,-2,84,0,-8,-10,0.1,8
O=C(COC(=O)Cc1ccsc1)Nc1ccccc1,4,-2,9,2,97,-2,-20,1,-0.7,0
S=C(NCc1ccc2c(c1)OCO2)NC1CC1,2,-2,25,2,100,8,-1,11,-3.5,-3
CN1CCN(C(=O)/C=C\c2ccc(Cl)cc2)CC1,0,-2,5,1,103,-2,-12,12,-0.4,4
Cn1c(=O)c2cc(NC(=S)NC3CC3)ccc2n1Cc1cccc(C(F)(F)F)c1,5,-3,-25,0,93,-1,.,15,-1.5,-5
CC1CCCN(C(=O)C2CCN(S(=O)(=O)c3cccc4nsnc34)CC2)C1 (stereo not given),-5,-7,4,-1,100,-4,0,5,0.4,0
Cc1cc(Nc2ccc3c(c2)OCCO3)n2ncnc2n1,5,2,-2,2,100,-4,1,8,-1.7,7
CCOc1ccccc1NC(=O)C(C)CC (stereo not given),1,1,-2,3,94,-12,-6,15,-0.5,8
Cc1ccc(-c2nn(C(C)(C)C)c3ncnc(N)c23)cc1,-6,-4,10,-12,113,0,-8,-11,-0.3,-6
CCOC(=O)c1cnn(CCOC(=O)C(C)(C)C)c1NC(=O)C(C)(C)C,3,-3,7,1,101,-5,-6,-21,0.2,2
COc1ccccc1C(=O)Nc1cccc(NC(C)=O)c1,0,-2,5,0,103,-7,7,1,-2.6,4
CN1C(C(=O)NCc2cccc(C(F)(F)F)c2)CC2Cn3c(nc4cc(Cl)c(Cl)cc43)C21 (stereo not given),20*,-1,3,6,94,-1,-6,20,0.2,-8
CC(C)OC(=O)Cn1nnc2c(cnn2-c2ccccc2)c1=O,4,4,9,-1,99,-5,3,-27,0.1,13
Nc1nc2ccccc2n1/N=C/c1ccc([N+](=O)[O-])s1,3,1,2,-1,96,-1,2,-2,0.1,-18
Cc1cc2nc3n(c2cc1C)CC1CC(C(=O)NCc2cccc(Br)c2)N(C)C31 (stereo not given),1,-1,1,4,101,2,-5,6,-0.7,-1
CCc1[nH]c(C)c(C(C)=O)c1C,-4,3,2,-1,93,-12,7,5,-1.1,1
O=C(CCc1nnc2n(Cc3ccc(Cl)cc3)c(=O)c3ccccc3n12)NCCN1CCCC1,-6,-5,5,-1,93,-11,-6,1,-2.3,5
CC1(C)C(C=C(Cl)Cl)C1C(=O)N(Cc1ccccc1Cl)C1CCS(=O)(=O)C1 (stereo not given),-3,4,16,-5,95,-8,5,-31,0.1,-2
Cc1cccc(OCCC(=O)OCc2csc(CC(=O)Nc3ccccc3C)n2)c1,1,5,4,0,99,10,-4,10,-0.3,-4
CC(=O)Nc1ccc(N(CC(=O)NC2CCCCC2)C(=O)Cn2nnc(-c3ccccc3)n2)cc1,1,10,4,1,101,-15,0,-5,-1.3,3
O=C(CSc1ncn[nH]1)Nc1nc(-c2ccccc2)cs1,-4,-6,17,-1,104,7,-2,-13,-2.0,-1
Cc1cccc2sc(NC(=O)CSc3nc4ccccc4o3)nc12,-2,-1,4,1,96,-4,6,-22,3.8,-10
CN(C)S(=O)(=O)c1cccc(NC(=O)COC(=O)CCC(=O)c2cccs2)c1,-4,0,0,0,95,2,-8,1,-0.6,1
COc1ccc(CCNC(=O)C2CCCN2C(=O)NC2CCCCC2)cc1OC (stereo not given),8,-1,7,1,96,-4,-3,-3,-0.9,0
Cc1ccc(CN2CCN(CCCn3cccn3)CC2CCO)cc1 (stereo not given),-2,-5,9,-2,98,-2,-4,-7,-2.5,14

# 2 entries drawn at random from those above:
SMILES,m5-HT2A agonist,ABHD5-PLIN5 inh,MC4R antagonist,N-glyco inh,ABCB6 inh 2,NOD2-RIPK2 inh,TLR9-MyD88 inh,NCOA2 inhibitor,MC4R barr agon,H9c2 protect
Cc1ccc(CN2CCN(CCCn3cccn3)CC2CCO)cc1 (stereo not given),-2,-5,9,-2,98,-2,-4,-7,-2.5,14
Nc1nc2ccccc2n1/N=C/c1ccc([N+](=O)[O-])s1,3,1,2,-1,96,-1,2,-2,0.1,-18

# Next part
SMILES,m5-HT2A agonist,ABHD5-PLIN5 inh,MC4R antagonist,N-glyco inh,ABCB6 inh 2,NOD2-RIPK2 inh,TLR9-MyD88 inh,NCOA2 inhibitor,MC4R barr agon,H9c2 protect
Cc1cc(NC(=O)CSCC(=O)Nc2ccccc2Oc2ccccc2)no1,0,1,-2,-8,98,-8,-1,-19,-0.3,-2
COc1ccccc1CNCCS(=O)(=O)NN1CCOCC1,-2,-28,2,1,101,-2,-10,-5,-0.7,1
C=CCC(C(=O)OC)(C(=O)OC)c1ccc(C(F)(F)F)cc1[N+](=O)[O-],3,4,10,0,99,-4,-6,-15,-0.3,1
O=C(COC(=O)CNC(=O)c1ccc(Cl)cc1Cl)NC1CCCCCCC1,-4,4,21,2,98,-4,-2,1,-1.7,3
CCN(CC)c1nc2n(c(=O)n1)CCO2,3,3,14,-2,96,-11,-11,-11,0.5,-2
Cc1ccc(SCc2cc(=O)[nH]c(N3CCN(Cc4ccccc4)CC3)n2)cc1,18*,-2,-1,1,90,-15,1,-3,0.0,0
O=C(COC(=O)COc1cccc2ccccc12)NCC(F)(F)F,-2,-3,-2,-4,97,-4,1,-2,1.0,-7
COc1cc([N+](=O)[O-])ccc1NC(=S)Nn1cnnc1,-3,-7,-5,0,103,-9,-1,-7,-2.2,2
COc1ccc(N2CCN(C(=O)C(=O)c3c(C)[nH]c4ccccc34)CC2)cc1,-5,0,-6,4,97,-10,-3,16,-4.7,-5
Cc1ccccc1CN1CC2=C(CCN(Cc3ccccc3)C2=O)N2CCN=C12,-5,2,.,-11,98,-2,.,2,.,-3
Cc1ccccc1C(=O)N1CCc2ccccc2C1,5,-8,-5,1,101,-11,2,-12,-0.3,12
CC(C)OCCCNC(=O)C1CC(=O)N(C2CCCCCCC2)C1 (stereo not given),-2,-3,2,4,88,-2,-3,-5,-1.4,34
CC1CCCCc2nc3c(c(=O)n21)CCCC3 (stereo not given),0,9,.,2,101,0,.,-17,.,2
Nc1nc(NCCOCCO)nc(Nc2cccc(F)c2)c1[N+](=O)[O-],2,-2,-1,5,97,1,5,-14,0.5,22
C#CCNC(=O)C1CCN(c2ccc(S(=O)(=O)N3CCOCC3)cc2Cl)CC1,-1,-2,0,1,100,-2,-2,-11,1.8,-2
COc1ccc(/C=N/NC(=O)c2cccc([N+](=O)[O-])c2)cc1OS(=O)(=O)c1ccccc1,-5,-4,10,-3,90,4,-1,-29,0.4,17
Cc1nc(S(=O)(=O)c2ccc(Br)cc2)nc2c1CCC2,-2,8,10,-1,98,-6,-3,-9,3.9,-2
Nc1nc(SCC(=O)NCC2CCCO2)[nH]c(=O)c1NC(=O)c1ccc(F)c(F)c1 (stereo not given),5,0,7,1,99,-8,-10,8,-0.5,1
CC(=O)Nc1cccc(Nc2cnccn2)c1,2,4,.,1,95,-4,.,-10,.,1
S=C(Nc1cc(Cl)ccc1Cl)Nn1cnnc1,3,-4,6,2,103,-13,.,-2,2.1,-2
NC(Cc1ccccc1)c1csc(Nc2nncc3ccccc23)n1 (stereo not given),3,-3,1,-1,91,15,.,1,2.2,-11
O=C(c1ccc(=O)[nH]n1)N1CCN(S(=O)(=O)c2ccccc2F)CC1,1,-4,5,1,95,-2,7,13,-1.5,-5
COc1cccc(NC(=O)COC(=O)C2CCN(S(=O)(=O)c3cccs3)CC2)c1,-3,1,8,2,98,-9,0,-3,-1.2,4
COc1ccc(C2NC(c3ccc(OC)cc3OC)C(C)C(=O)C2C)c(OC)c1 (stereo not given),-4,4,6,-1,96,-1,3,-8,-3.1,5
Cc1c(Cl)cccc1NC(=O)CSc1ncnc2c1cnn2CCc1ccccc1,7,-4,-1,5,93,-5,-8,-5,1.3,-4
CN1CCN(c2nnc(-c3ccc(F)cc3)c3ccccc23)CC1,-8,5,0,-6,98,-3,-3,2,0.5,1
CC1(Oc2ccc(-n3ccnc3)cc2)CCN(Cc2cccn2-c2nccs2)C1 (stereo not given),0,-4,12,1,92,5,.,-11,1.2,3
c1ccc(CNc2cnccn2)cc1,-2,2,6,-1,98,-4,0,17,-0.2,0
CN(C)CCNC(=O)CCCNC(=O)Cn1cnc2sc3c(c2c1=O)CCCC3,3,5,5,3,100,-4,-7,-22,-1.7,4
CC(NC(=O)CCN1C(=O)c2ccccc2S1(=O)=O)c1ccccc1 (stereo not given),-3,0,5,1,98,5,-5,5,-1.3,7

# Source: PubChem BioAssay
